# TRb SRC2 PPI = inhibitors of human thyroid hormone receptor beta-SRC2 interaction; AID 1469; 280,000 tested, 0.065% active; TRbeta-SRC2 peptide binding, fluorescence polarization; receptor liganded with 1 µM T3; P10828; Potency, µM (top dose mostly 106 µM), without a hit: at the top dose activity change, negative = inhibition, actives largely listed as inhibitors;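 note: plate controls were bound peptide for no effect and peptide without receptor for full effect; nearly all actives have a fitted effect of over 50% in size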
#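 Polarization signal, normalized between peptide-alone and full complex controls, measured compound effects on T3-liganded human TRb LBD (0.6 uM) binding 20 nM Texas Red SRC2 peptide after 5 hr.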
# L3MBTL1 inh = blocks human L3MBTL1. 230,000 tested, 0.66% active. Potency, µM (titrated, usually from 57.1 µM), for inactives: at the highest dose activity, negative = inhibition, usual class: inhibitors. AlphaScreen L3MBTL1–H3K9me1 peptide binding; note: nearly all actives have a fitted effect of over 60% in size
# Target sequence (Q9Y468 whole entry, looked up): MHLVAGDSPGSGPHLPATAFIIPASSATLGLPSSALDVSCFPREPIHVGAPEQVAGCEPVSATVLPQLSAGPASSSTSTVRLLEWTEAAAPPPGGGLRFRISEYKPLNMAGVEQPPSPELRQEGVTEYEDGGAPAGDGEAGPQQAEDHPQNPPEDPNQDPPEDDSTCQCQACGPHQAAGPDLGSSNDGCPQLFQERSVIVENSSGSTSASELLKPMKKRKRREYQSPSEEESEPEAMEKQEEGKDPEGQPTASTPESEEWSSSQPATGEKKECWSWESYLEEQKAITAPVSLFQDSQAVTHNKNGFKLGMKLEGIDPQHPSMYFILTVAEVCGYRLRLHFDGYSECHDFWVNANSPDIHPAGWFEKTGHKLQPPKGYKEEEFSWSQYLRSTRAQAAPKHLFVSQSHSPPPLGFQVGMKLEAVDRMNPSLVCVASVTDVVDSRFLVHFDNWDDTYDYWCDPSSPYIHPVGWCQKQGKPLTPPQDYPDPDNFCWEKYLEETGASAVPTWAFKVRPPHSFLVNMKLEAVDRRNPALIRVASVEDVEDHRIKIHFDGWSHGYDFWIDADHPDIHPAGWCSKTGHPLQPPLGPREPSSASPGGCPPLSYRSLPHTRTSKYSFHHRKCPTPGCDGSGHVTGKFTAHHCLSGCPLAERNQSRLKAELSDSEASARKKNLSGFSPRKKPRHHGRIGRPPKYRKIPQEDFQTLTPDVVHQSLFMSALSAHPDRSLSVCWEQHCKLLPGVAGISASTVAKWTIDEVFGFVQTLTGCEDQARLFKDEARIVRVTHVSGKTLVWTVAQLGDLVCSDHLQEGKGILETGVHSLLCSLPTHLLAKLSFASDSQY
#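 First, the protein-peptide complex forms for 30 min at room temperature (L3MBTL1 50 nM, biotinylated H3K9me1 peptide 75 nM). Next, compounds are pin-transferred and incubated 30 min. Finally, AlphaScreen beads are added and read after 30 min.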
# Tau fluor cs = counter-screen for tau fibril formation inhibitors; 280,000 tested, 0.93% active; tau K18 P301L Alexa594 fluorescence, heparin fibrillization; Potency, µM (series often up to 57.7 µM), inactives show at the top dose activity change, negative = decrease; note: nearly all actives have a fitted effect of over 55% in size
#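 Human K18 P301L tau (15 uM unlabeled plus 0.24 uM Alexa 594-labeled, final) in 100 mM sodium acetate pH 7 was mixed with compound and 20 uM heparin and incubated 6 hr at 37 C.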
# Tau ThT inhib = inhibitors of human tau fibril formation, thioflavin T binding; Potency, µM (top dose mostly 57.4 µM), for the others: top-dose activity, negative = inhibition, most hits filed as inhibitors; P10636; 270,000 tested, 2.1% active; recombinant tau K18 P301L, heparin-induced fibrillization, ThT fluorescence; note: nearly all actives have a fitted effect of over 55% in size
# Target sequence (P10636 561-689 P618L limits assumed): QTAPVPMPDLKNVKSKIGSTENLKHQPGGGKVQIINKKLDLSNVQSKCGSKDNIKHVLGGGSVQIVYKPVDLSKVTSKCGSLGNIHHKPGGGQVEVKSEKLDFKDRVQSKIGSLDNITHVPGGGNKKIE
#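 Using a mix of unlabeled (15 uM) and Alexa 594-labeled (0.24 uM) tau K18 P301L, heparin-triggered fibrillization over 6 hr at 37 C was scored by ThT fluorescence.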
# ALDH1A1 block = inhibitors of human aldehyde dehydrogenase 1A1 | 220,000 tested, 7.3% active | AID 1030 | Purified ALDH1A1, NADH fluorescence, propionaldehyde substrate | Potency, µM (doses to about 75.3 µM), without a hit: at the highest dose activity, negative = inhibition, usual class: inhibitors; active = well fitted inhibition curve with a large enough effect, not every such curve was filed as active; inconclusive = small, poorly fitted or top-dose-only effect, or another doubt; inactive = no such curve, though single readings can be large or run the other way;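 note: plate controls were no enzyme wells and a reference inhibitor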
# Tau fibril FP = inhibitors of human tau fibril formation. K18 P301L tau heparin fibrillization, Alexa594 FP, 6 h. Potency, µM (series often up to 57.7 µM), inactives show at the highest dose activity, negative = inhibition, usual class: inhibitors. 280,000 tested, 0.39% active; note: nearly all actives have a fitted effect of over 55% in size
#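 Steps: dispense K18 P301L tau (15 uM plus 0.24 uM Alexa 594 tracer, final) in pH 7 sodium acetate; add compound; add heparin (20 uM final); incubate 6 hr, 37 C; add ThT (30 uM final); after 1 hr ambient, read FP.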
# TR SRC2 fluor cs = Texas Red fluorescence interference in TRb-SRC2 counter-screen; Potency, µM (series often up to 106 µM), for the others: top-dose fluorescence change, negative = quenching; AID 1479; 280,000 tested, 0.29% active; TRb/SRC2 Texas Red total fluorescence interference; active = well fitted curve in either direction with a large enough effect; inconclusive = small, poorly fitted or top-dose-only effect
#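 Human TRb ligand-binding domain at 0.6 uM with 20 nM Texas Red SRC2 peptide in Tris buffer containing 1 uM T3 and 5% DMSO, incubated with compound 5 h at ambient temperature. Total fluorescence (555/632 nm) calculated as parallel + 2 × perpendicular.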
# GLA spleen mod = inhibits or activates alpha-galactosidase in human spleen homogenate. P06280. human spleen homogenate, 4MU-alpha-Gal fluorescence, 40 min. Potency, µM (doses to about 80 µM), inactives show top-dose activity change, negative = inhibition, usual class: inhibitors. 240,000 tested, 0.008% active. AID 2107;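 note: 0% = enzyme with vehicle and -100% = no enzyme basal signal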
#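 Fluorogenic readout (Ex 365/Em 440 nm) of 4-methylumbelliferone released from 1 mM 4-MU-alpha-galactoside by spleen homogenate, 40 min at 37C, pH 5.0. Data normalized to no-enzyme and enzyme controls; Hill-equation AC50 from compound titrations.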
# Active calls of the source: *; u = inconclusive; x = no result given; [ ] = another dose, or the depositor's remark. Unless noted, calls come from the whole dose curve; as a rule, active = well fitted curve in the direction sought with a large enough effect; inconclusive = small, poorly fitted or top-dose-only effect, or another doubt; inactive = no such curve, though single readings can be large; an effect the other way counts as inactive or inconclusive. Unless noted, % is set by controls: 0 for no effect and ±100 for the full control effect; potency is the fitted concentration of half-maximal effect.
SMILES,TRb SRC2 PPI,L3MBTL1 inh,Tau fluor cs,Tau ThT inhib,ALDH1A1 block,Tau fibril FP,TR SRC2 fluor cs,GLA spleen mod
COc1ccc(CCN(C(=O)C(F)(F)F)C(C(=O)NC2CCCCC2)c2ccc(C)s2)cc1OC (centres undefined),0%,2%,-14%,-16%,8%,6%,5%,-4%
CCC(C)NC(=O)c1cccc(OCc2c(C)noc2C)c1 (centres undefined),3%,-2%,-8%,-5%,-4%,-7%,-2%,2%
CCc1ccc(NC(=O)C2=CC(c3ccc4c(c3)OCO4)=NS(=O)(=O)N2C)cc1,-2%,x,1%,6%,x,-14%,0%,x
Cc1ccc(-c2noc(CCC(=O)NCc3ccc4c(c3)OCO4)n2)cc1,-8%,-2%,5%,1%,1%,1%,0%,2%
O=[N+]([O-])c1ccc(Sc2n[nH]c(-c3ccncc3)n2)nc1,2%,x,-13%,-17%,-15%,0%,-5%,7%
Cc1ccc(NC(=O)/C(C#N)=C/c2ccccc2C(F)(F)F)cc1,5%,0%,-5%,-7%,-1%,-3%,-3%,1%
Nc1nc2nc(SCC(=O)N3CCCc4ccccc43)[nH]c2c(=O)[nH]1,2%,2%,-5%,-6%,-6%,0%,-2%,5%
O=C(/C=C/c1ccccc1Cl)N1CCC(c2nc3ccccc3o2)CC1,2%,x,0%,-13%,x,8%,-25%,x
Cc1cccc(N/C(N)=N/c2nc(C(F)(F)F)cc(C(F)(F)F)n2)c1,6%,-3%,-27%,-15%,14%,-7%,-1%,7%
O=C(CN(CCc1ccccc1)C(=O)CNS(=O)(=O)c1ccc(F)cc1)NCc1ccco1,10%,-7%,-8%,-10%,u,3%,-1%,2%
COC(=O)C1CC(=O)N(Cc2ccccc2)C1 (centres undefined),-3%,-14%,7%,1%,-2%,-8%,-6%,-1%
COc1cc(OC)cc(C(=O)N[C@H](C(=O)OCc2cc(=O)oc3cc(C)ccc23)C(C)C)c1,-3%,1%,-14%,-15%,u,2%,-1%,-7%
Cc1ccc(S(=O)(=O)N2CCN(Cc3nc4ccc(C)cc4o3)CC2)cc1,-12%,x,-8%,-4%,x,-4%,-1%,x
CCC(C)NC(=O)CCSCCC(=O)NC(C)CC (centres undefined),-3%,8%,3%,-10%,1%,-3%,2%,3%
CC(C)[C@@H](CC(=O)N[C@@H]1CCNC[C@H]1C(=O)N[C@H](CC(=O)N[C@@H](CCC(=O)O)CC(=O)O)Cc1c[nH]c2ccccc12)NC(=O)C[C@H](Cc1c[nH]c2ccccc12)NC(=O)[C@@H]1CNCC[C@H]1N,-7%,x,-14%,-16%,u,0%,-2%,0%
COc1ccc(-c2nc(NC(=O)CCNC(=O)c3ccco3)sc2C)cc1,-13%,-15%,-21%,u,4%,-3%,-5%,-4%
O=C(Nc1ncn[nH]1)c1ccccc1O,4%,1%,-8%,-7%,x,-7%,0%,5%
CC1CC2(NC(=O)NC2=O)C(C)CN1C (centres undefined),1%,6%,0%,-1%,11%,-6%,0%,0%
CCOc1ccc(Nc2ncnc3scc(-c4ccc(OC)cc4)c23)cc1,-2%,x,u,u,x,-7%,-2%,x
O=C(NCCN1CCCCC1)c1ccc(Oc2cc(Cl)cc(Cl)c2)o1,4%,-29%,-22%,-13%,x,-6%,4%,-2%
CSc1ncccc1C(=O)OCC(=O)N(C)C,-3%,11%,-1%,-2%,7%,0%,1%,-3%
C#Cc1ccc([C@H]2C=C(C(=O)OCC=C)O[C@@H](OCC)[C@@H]2CCCO)cc1,3%,7%,-10%,0%,7%,4%,0%,-8%
NC(=O)CC(NC(=O)Cc1cccc2ccccc12)c1ccc(NCCc2ccccc2F)c([N+](=O)[O-])c1 (centres undefined),4%,x,u,u,x,-14%,-1%,4%
CSc1ncccc1C(=O)N1CCCC(CCC(=O)NCc2ccc(F)c(F)c2)C1 (centres undefined),-4%,4%,-4%,-9%,-1%,-6%,-2%,13%
CC(C)C(NC(=O)C12CC3CC(CC(C3)C1)C2)C(=O)NC1=NCCS1 (centres undefined),-9%,-2%,-1%,-6%,-3%,-5%,-3%,-7%

# Part of the list above, bar-delimited.
smiles | TRb SRC2 PPI | L3MBTL1 inh | Tau fluor cs | Tau ThT inhib | ALDH1A1 block | Tau fibril FP | TR SRC2 fluor cs | GLA spleen mod
O=[N+]([O-])c1ccc(Sc2n[nH]c(-c3ccncc3)n2)nc1 | 2% | x | -13% | -17% | -15% | 0% | -5% | 7%
Cc1ccc(NC(=O)/C(C#N)=C/c2ccccc2C(F)(F)F)cc1 | 5% | 0% | -5% | -7% | -1% | -3% | -3% | 1%
Nc1nc2nc(SCC(=O)N3CCCc4ccccc43)[nH]c2c(=O)[nH]1 | 2% | 2% | -5% | -6% | -6% | 0% | -2% | 5%
O=C(/C=C/c1ccccc1Cl)N1CCC(c2nc3ccccc3o2)CC1 | 2% | x | 0% | -13% | x | 8% | -25% | x
Cc1cccc(N/C(N)=N/c2nc(C(F)(F)F)cc(C(F)(F)F)n2)c1 | 6% | -3% | -27% | -15% | 14% | -7% | -1% | 7%
O=C(CN(CCc1ccccc1)C(=O)CNS(=O)(=O)c1ccc(F)cc1)NCc1ccco1 | 10% | -7% | -8% | -10% | u | 3% | -1% | 2%
COC(=O)C1CC(=O)N(Cc2ccccc2)C1 (centres undefined) | -3% | -14% | 7% | 1% | -2% | -8% | -6% | -1%
COc1cc(OC)cc(C(=O)N[C@H](C(=O)OCc2cc(=O)oc3cc(C)ccc23)C(C)C)c1 | -3% | 1% | -14% | -15% | u | 2% | -1% | -7%
Cc1ccc(S(=O)(=O)N2CCN(Cc3nc4ccc(C)cc4o3)CC2)cc1 | -12% | x | -8% | -4% | x | -4% | -1% | x
CCC(C)NC(=O)CCSCCC(=O)NC(C)CC (centres undefined) | -3% | 8% | 3% | -10% | 1% | -3% | 2% | 3%
CC(C)[C@@H](CC(=O)N[C@@H]1CCNC[C@H]1C(=O)N[C@H](CC(=O)N[C@@H](CCC(=O)O)CC(=O)O)Cc1c[nH]c2ccccc12)NC(=O)C[C@H](Cc1c[nH]c2ccccc12)NC(=O)[C@@H]1CNCC[C@H]1N | -7% | x | -14% | -16% | u | 0% | -2% | 0%
COc1ccc(-c2nc(NC(=O)CCNC(=O)c3ccco3)sc2C)cc1 | -13% | -15% | -21% | u | 4% | -3% | -5% | -4%

# (listing goes on)
SMILES,TRb SRC2 PPI,L3MBTL1 inh,Tau fluor cs,Tau ThT inhib,ALDH1A1 block,Tau fibril FP,TR SRC2 fluor cs,GLA spleen mod
CCCCn1c(SCC(=O)Nc2ccc3c(c2)OCO3)nc2c1c(=O)n(C)c(=O)n2C,-3%,32%[activator],-23%,7%,-19%,2%,-6%,4%
CCCCn1c(=O)c(C(=O)N/N=C/c2ccc(F)cc2)c(O)c2ccccc21,-11%,16%,3%,5%,10%,-2%,-1%,13%
COc1cc(/C=C(\NC(=O)c2ccccc2)C(=O)Nc2cccc(O)c2)c([N+](=O)[O-])cc1OC,2%,-2%,-19%,-15%,-13%,-11%,-1%,-10%
CCC(=O)N1c2ccccc2C(C)(c2ccccc2)CC1(C)C (centres undefined),4%,x,-7%,u,x,-8%,-1%,x
O=C(Nc1ccccc1)c1cccc(N2CCCC2=O)c1,-1%,31%[activator][11.4 µM],-7%,-15%,-8%,-2%,1%,-1%
CN(C)C(=O)CSc1nnc(-c2ccncc2)n1Cc1ccco1,5%,-2%,0%,-1%,u,1%,-3%,-7%
CCc1nc2ccccc2n1CCCCOc1ccc(C)cc1,-6%,x,-24%,u,x,-4%,-2%,x
O=C(CSc1nccn1Cc1ccccc1)NCc1ccc(F)cc1,-6%,x,7%,15%,x,4%,-1%,x
O=C(CN1C(=O)c2ccccc2C1=O)Nc1nnc(C2CCCO2)s1 (centres undefined),2%,x,-13%,-9%,3%,-1%,-2%,2%
CCN(CC)c1ccc(/C=N/OCC(=O)N2CCCc3ccccc32)cc1,-9%,-14%,-13%,u,-9%,15%,-3%,-2%
COc1cc(CN2CCN(S(=O)(=O)c3ccc(NC(C)=O)cc3)CC2)cc(OC)c1O,0%,-4%,-18%,u,-9%,-2%,-2%,-4%
CN(C)/C=C(\C#N)S(=O)(=O)C(C)(C)C,1%,x,-6%,-9%,-6%,1%,-1%,3%
CCCCC(=O)Nc1ccc(C(=O)OC2CCCCC2)cc1,-9%,x,-29%,-12%,u,-5%,-3%,4%
O=C(c1ccc2c(c1)CCN2S(=O)(=O)c1ccc(Cl)cc1)N1CCN(c2ccccc2F)CC1,-8%,x,u,u,x,1%,-1%,x
Cc1nn(C)c(C)c1S(=O)(=O)N1CCC(C(=O)Nc2ccc3c(c2)OCCO3)CC1,-9%,x,-13%,-14%,1%,2%,-3%,13%
O=C(NCCc1ccccc1)C1(c2ccccc2)CC1(Cl)Cl (centres undefined),4%,-3%,-15%,-8%,1%,-4%,1%,2%
CSc1nnc(-c2cccc(NC(=O)c3ccccc3)c2)n1C,0%,8%,-15%,-13%,x,-4%,-1%,0%
COc1ccc(-n2c(O)c(C=Nc3ccccc3)c3ccccc3c2=O)cc1,2%,x,-11%,-5%,6%,-6%,-4%,5%
COc1ccc(-c2nn(CCC(=O)O)cc2/C=C2\SC(N)=NC2=O)cc1OC,7%,-5%,0%,-14%,1%,3%,-1%,0%
O=C(N1CCOCC1)N1CCN(c2ccccc2F)CC1,-21%,x,-1%,-1%,10%,-5%,0%,5%
CC1CCc2onc(C(=O)Nc3ccc(Cl)cc3)c2C1 (centres undefined),-12%,x,5%,-1%,x,u,-4%,x
COc1cc(CNc2ncn[nH]2)ccc1OCc1cccc(C)c1,-3%,-14%,-12%,-9%,3%,0%,0%,-1%
O=C(COC(=O)c1cc(=O)[nH]c2ccccc12)NC1CCCC1,5%,-2%,2%,0%,-5%,7%,0%,6%
O=C(NC1(C(F)(F)F)C(=O)Nc2c1c(=O)[nH]c(=O)n2-c1ccccc1)c1ccccc1Cl (centres undefined),-4%,x,7%,0%,x,-1%,-20%,x
Cc1c(-c2ccccc2)nc2ccccc2c1C(=O)OCC(=O)Nc1ncc(C(F)(F)F)cc1Cl,1%,-7%,-16%,-7%,-7%,-1%,-1%,4%
O=C(NCc1ccccn1)c1cccs1,1%,5%,0%,2%,6%,1%,-7%,8%
Cc1ccc(O)c(-c2cc(-c3ccccc3C)[nH]n2)c1,2%,-5%,u,u,6%,-5%,-1%,2%
CN1CCCNc2nc3ccccc3nc21,6%,x,-6%,-9%,x,1%,0%,2%
